High-throughput results (PubChem BioAssay)
CRFBP-R2 agonist = agonists of CRF-BP/CRF-R2 complex, primary screen, cell-based, HEK293, calcium dye fluorescence, uHTS. CRF-binding protein / CRF receptor 2 complex (human). calcium dye fluorescence (FLIPR); percent of saturating CRF peptide response. activation, % at 13.2 µM. 350,000 compounds, 0.46% hits. AID 588473, 2011;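 active = activation of at least 50%, plus an integration ratio under a set limit after plate pattern correction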;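 also: plate controls were neutral control wells without compound for no effect and CRF at EC100 for full effect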
CRFR2-BP antag = antagonists of CRF-BP/CRF-R2 complex, primary screen, cell-based, HEK293, calcium dye fluorescence, uHTS; inhibition, % at 11.8 µM; AID 588475, 2011; CRF-induced calcium fluorescence; 350,000 compounds, 0.59% hits;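 active = inhibition of the ligand-induced calcium signal above about 50% at the single tested concentration, limit read from the data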
DNA FID counter = compounds displacing fluorescent DNA intercalator, primary screen, artefact control for HCV NS3 helicase inhibitor project, biochemical, FID fluorescence. DNA fluorescent intercalator displacement. inhibition, % at 7.9 µM. 290,000 compounds, 0.17% hits. AID 1845, 2009; in the data active = inhibition above about 37%;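 also: 0% = vehicle and 100% = reference compound; higher means more ethidium bromide displaced from hairpin DNA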
MEKK2 WT-MEK5 = modulators of MEK5 binding to wildtype MEKK2, primary screen, biochemical, multiplex bead flow cytometry, Alexa488-MEK5; binding response (% of control), % at 10 µM; 290,000 compounds, 1.1% hits; AID 1531, 2009; Alexa488-MEK5 binding to MEKK2 WT; actives lie on both sides; in the data active = binding response below about 67% or above about 130%
HCV NS3 hel inh = inhibitors of HCV NS3 helicase, primary screen, biochemical, Cy5 molecular beacon fluorescence. Hepatitis C virus NS3 helicase. NS3 helicase DNA unwinding. inhibition, % at 10.9 µM. 290,000 compounds, 0.56% hits;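 active = inhibition above the mean of all tested compounds plus 3 SD, set per campaign, cut at about 35% in these data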;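 also: 0% = DMSO wells and 100% = thioflavine S control wells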
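Assay system: hepatitis C virus NS3 helicase domain fragment enzyme. Also added: annealed dual-labelled DNA beacon duplex, ATP-started. Timing: 1 h reaction at 25 °C, ATP-initiated. Technique: Cy5 fluorescence at 0 and 60 min, beacon hairpin quenching. Evaluation: % inhibition of unwinding. Replication: one well per compound.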
UBC9 SUMO inh = inhibitors of in vitro SUMOylation cascade, primary screen, biochemical, HTRF, uHTS. HTRF SUMOylation assay, SAE1/SAE2 + UBC9. inhibition, % at 35 µM. 290,000 compounds, 0.36% hits. AID 2006, 2009; in the data active = inhibition above about 50%, passing the limit was not always enough; also: strong numbers were not always called active
Target sequence (P63279 whole entry, looked up): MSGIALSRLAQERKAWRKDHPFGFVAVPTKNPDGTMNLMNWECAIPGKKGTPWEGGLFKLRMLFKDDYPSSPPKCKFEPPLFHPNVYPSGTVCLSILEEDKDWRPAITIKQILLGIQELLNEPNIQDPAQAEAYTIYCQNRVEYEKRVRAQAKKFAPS
GalR3 antagonist = GalR3 antagonists in HEK293 cells, primary screen, cell-based, fluorescence readout; HEK293 GalR3-CNG cAMP membrane potential fluorescence; galR3 body fused to GalR1 C-terminus; inhibition, % at 3 µM; 360,000 compounds, 0.44% hits; AID 651719, 2012;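 active = inhibition above the screen-wide average plus 3 SD, cut at about 13% in these data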;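 also: forskolin and galanin both at EC90 stimulate the cells; cAMP rise reported by CNG channel membrane potential dye signal; 0% = forskolin plus galanin with DMSO and 100% = forskolin alone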
Target sequence (O60755 1-299 limits assumed): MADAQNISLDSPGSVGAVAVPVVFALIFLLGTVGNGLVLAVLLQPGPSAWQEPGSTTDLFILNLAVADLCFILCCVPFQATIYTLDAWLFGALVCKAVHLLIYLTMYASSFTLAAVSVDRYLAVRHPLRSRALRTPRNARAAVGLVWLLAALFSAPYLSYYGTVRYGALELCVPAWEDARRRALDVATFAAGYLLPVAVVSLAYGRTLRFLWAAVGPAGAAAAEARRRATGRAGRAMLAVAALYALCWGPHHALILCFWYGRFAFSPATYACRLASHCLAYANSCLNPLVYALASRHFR
MEKK2mut PB1 HTS = MEK5 binding signal on mutant MEKK2 PB1, primary screen, biochemical, multiplex bead flow cytometry, Alexa488-MEK5; Alexa488-MEK5 binding to MEKK2 mutant; percent response, % at 10 µM; 290,000 compounds, 0.35% hits; AID 1530, 2009; in the data active = percent response above about 24%, passing the limit was not always enough; also: inactives centre near 1; some results filed as inactive read as strong as hits; reference of the scale not given here
MEKK3 PB1 HTS = modulators of MEKK3-MEK5 PB1 binding, primary screen, biochemical, wildtype MEKK3, multiplex bead flow cytometry, Alexa488-MEK5 | Mitogen-activated protein kinase kinase kinase 3 (Homo sapiens), Q99759 | bead-based flow cytometry, Alexa488-MEK5 binding to MEKK3; actives lie on both sides; 0 = blocked by unlabeled MEK5, 100 = vehicle | binding response (% of control), % at 10 µM | 290,000 compounds, 1.4% hits | AID 1529, 2009;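 active = binding response more than 3 SD above or below the average of its plate-row segment, actives on both sides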;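 also: Alexa488 bead fluorescence after subtracting the streptavidin-only scavenger bead signal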
Target sequence (Q99759 whole entry, looked up): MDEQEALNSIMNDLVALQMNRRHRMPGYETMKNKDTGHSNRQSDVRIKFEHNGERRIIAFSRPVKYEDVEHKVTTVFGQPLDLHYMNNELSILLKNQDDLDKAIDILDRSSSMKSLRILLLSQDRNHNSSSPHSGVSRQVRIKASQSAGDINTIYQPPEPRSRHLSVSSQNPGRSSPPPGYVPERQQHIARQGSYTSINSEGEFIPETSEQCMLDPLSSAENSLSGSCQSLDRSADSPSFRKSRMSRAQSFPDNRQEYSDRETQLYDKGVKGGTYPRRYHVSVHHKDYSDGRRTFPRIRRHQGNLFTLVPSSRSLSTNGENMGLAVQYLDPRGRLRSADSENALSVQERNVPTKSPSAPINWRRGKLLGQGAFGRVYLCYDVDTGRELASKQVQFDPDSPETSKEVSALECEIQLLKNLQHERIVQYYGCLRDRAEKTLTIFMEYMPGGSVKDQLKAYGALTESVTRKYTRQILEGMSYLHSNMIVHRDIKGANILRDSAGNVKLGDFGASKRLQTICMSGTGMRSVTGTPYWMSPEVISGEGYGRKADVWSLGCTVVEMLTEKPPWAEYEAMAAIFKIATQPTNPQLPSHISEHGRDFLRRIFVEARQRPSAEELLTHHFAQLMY
The depositor's hits bear a star; nt = not tested or not shown; [ ] = remark or other dose. Some of the compounds tested, so the mix of outcomes need not match the whole.

molecule,DNA FID counter,MEKK2mut PB1 HTS,GalR3 antagonist,MEKK3 PB1 HTS,CRFR2-BP antag,UBC9 SUMO inh,MEKK2 WT-MEK5,CRFBP-R2 agonist,HCV NS3 hel inh
O=S(=O)(NCCc1csc(-c2cccnc2)n1)c1cccc(F)c1,-15.3,4.0,0.1,97.0,1.1,17.0,100.0,-0.9,0.6
O=C(CCn1cnnn1)Nc1ccc(Cl)c(Cl)c1,0.8,0.0,-5.2,89.0,3.5,-7.4,97.0,-2.9,5.9
Cc1ccnc2nc(C(=O)Nc3ccc(N4CCOCC4)cc3)nn12,-5.8,0.0,1.2,102.0,13.6,-8.1,102.0,-1.9,-3.2
CCn1c(=O)c(C(=O)CN2c3ccccc3CC2C)c(N)n(Cc2ccccc2)c1=O (centres undefined),-23.2,14.0,-4.1,99.0,-16.3,-32.0,117.0,4.4,18.6
CCOC(=O)CC/C(C)=N\N=C1\SC(CC(=O)O)C(=O)N1c1ccccc1 (centres undefined),-33.8,3.0,0.1,102.0,3.0,19.7,101.0,0.6,15.8
C=CCN1C(=O)C(Cc2ccc(OCC)cc2)SC1=Nc1ccc(C(=O)O)cc1 (centres undefined),-35.4,-1.0,-1.6,100.0,34.7,-0.3,102.0,-0.6,-8.9
COc1cccc(C(=O)CN(C(=O)c2ccc(Cl)c(Cl)c2)N2C(=O)c3ccccc3C2=O)c1,-36.5,-1.0,-7.8,98.0,12.1,-4.6,97.0,0.0,11.4
CSc1nc(-c2ccccc2)nn1C(=O)c1ccc(C)cc1,3.5,4.0,-0.2,110.0,28.3,16.9,110.0,2.3,1.9
COc1ccccc1CNC(=O)C(CC(C)C)NC(=O)C1CCC(C)CC1 (centres undefined),-6.2,3.0,-2.2,110.0,-16.4,6.0,108.0,-0.7,3.2
COc1cccc(CNc2ncn[nH]2)c1OCc1ccccc1F,-9.2,1.0,-6.3,98.0,2.2,-3.5,97.0,5.2,-8.1
COc1ccc(C(=O)Nc2ccccc2C(=O)NC(Cc2ccc(O)cc2)C(=O)NNC(=O)c2ccncc2)cc1 (centres undefined),-27.6,-5.0,-4.8,101.0,1.8,1.3,97.0,-0.3,-5.1
CCC(C)(C)NC(=O)C(OC(=O)c1ccco1)c1ccccc1F (centres undefined),-14.2,6.0,1.9,108.0,-9.0,3.7,104.0,-1.1,-0.8
CCn1c(=O)c(C(=O)NC(C)C)c(O)c2ccccc21,-6.9,2.0,-1.4,106.0,-21.1,-8.1,106.0,0.4,-7.2
COC(=O)c1sccc1-c1ccc(/C=N/OCc2c(Cl)cccc2Cl)o1,-0.5,-1.0,-3.3,106.0,11.7,23.7,103.0,7.0,-2.2
N#Cc1ccc2[nH]c(CO)c(-c3ccccc3)c2c1,2.5,-21.0,-3.6,0.0*[inhibitor],-3.6,10.1,-13.0*[inhibitor],-0.3,-10.1
CC1CN(Cc2cc(=O)n3ccsc3n2)CC(C)O1 (centres undefined),3.6,3.0,-2.3,108.0,2.9,-21.2,112.0,-0.3,-3.2
Nc1ccc(O)c2c1C(=O)c1ccccc1C2=O,-5.2,4.0,-5.3,93.0,1.3,-33.7,88.0,4.3,17.2
O=C(NCC1CCCO1)c1onc(CSc2ccc(F)c(F)c2)c1C(=O)O (centres undefined),-19.6,5.0,-3.8,103.0,4.6,-3.1,110.0,-0.3,7.9
C=CCn1c(SCC(=O)Nc2nnc(CC)s2)nnc1-c1cccnc1,-11.3,2.0,-4.2,104.0,-2.0,-5.2,106.0,1.0,-7.0
CCN(C(=O)CN(C)Cc1c(F)cccc1Cl)c1c(N)n(Cc2ccccc2)c(=O)[nH]c1=O,-8.0,6.0,4.3,95.0,26.9,-3.0,101.0,0.6,17.7
CC(C)(C)C(=O)Cn1c[n+](N)cn1,0.1,6.0,-2.6,103.0,4.1,0.1,97.0,2.1,-4.4
O=C1[C@H]2[C@@H](c3ccc(F)cc3)N3C(=O)N(c4ccc(Br)cc4)C(=O)[C@@]3(Cc3ccccc3)[C@H]2C(=O)N1C1CCCCC1,-15.4,-5.0,-6.6,108.0,-16.1,-12.8,98.0,2.2,-14.6
CC1=CS(=O)(=O)CC1Sc1nc(C)n[nH]1 (centres undefined),2.3,-6.0,-3.9,103.0,-5.3,17.5,99.0,-3.8,-2.9
Cc1nn(CC(=O)O)c2ccccc12,2.6,3.0,0.6,107.0,-3.6,1.6,103.0,-0.3,-7.0
N#Cc1c(-c2ccccc2)cc(C2CC2)nc1SCC(=O)O,-36.0,12.0,-4.1,101.0,-8.6,9.8,104.0,-1.1,9.0
COC(=O)CN1C(=O)CC(C)(C)S(=O)c2ccccc21 (centres undefined),1.2,-2.0,-2.4,91.0,-0.7,4.1,94.0,3.3,-4.6
O=C(Nc1ccccc1)C1=C[C@@H](c2ccccc2)C[C@@H](OCc2ccc(CO)cc2)O1,-19.5,0.0,-11.8,104.0,5.8,-21.2,102.0,3.4,5.3
NC(=O)C1CCN(S(=O)(=O)Cc2ccccc2Cl)CC1,0.6,1.0,-1.9,107.0,8.9,20.9,104.0,0.9,2.6
COC(=O)c1ccc(C)c(NC(=O)C2COc3ccccc3O2)c1 (centres undefined),-14.1,1.0,-1.1,101.0,8.7,7.1,101.0,1.2,8.3
CCC(=O)N1CCN(c2ccc(NC(=S)NC(=O)c3ccc(OC)c([N+](=O)[O-])c3)cc2)CC1,-20.0,-5.0,-0.6,82.0,-7.3,0.4,83.0,0.2,-6.1
CCCCOC(=O)c1ccc(NC(=S)NC(=O)c2c(Cl)cnn2CC)cc1,-14.8,-2.0,-1.6,93.0,-2.9,14.5,93.0,-0.2,10.3
COC(=O)/C(C#N)=C/c1c(N2CCCCCC2)nc2c(C)cccn2c1=O,-30.8,-4.0,-7.8,99.0,4.2,-3.1,95.0,-4.5,-6.7
CC(=O)Nc1ccc(S(=O)(=O)NC2CC2)cc1,-4.9,-1.0,-1.8,94.0,5.6,2.3,99.0,0.7,14.3
COC(=O)CNC(=O)c1ccc(OC2CCN(C(=O)C3CC3)CC2)cc1,-5.9,4.0,-2.0,104.0,13.7,-2.8,106.0,-2.5,-23.1
COC(=O)c1cc2c(s1)CS(=O)C2 (centres undefined),1.4,13.0,-6.4,108.0,-13.8,16.0,103.0,-0.4,1.9
Cc1cccc2cncc(OCc3nnc(SC(F)F)n3C)c12,-14.2,-2.0,8.2,73.0*[inhibitor],-2.0,16.9,80.0,2.0,-0.1
O=C(Nc1ccccc1F)C1CCN(C(=O)Cc2ccccc2)CC1,-5.3,8.0,-3.6,106.0,5.8,18.5,114.0,-1.6,-2.0
O=C1c2ccccc2C(=O)N1CSc1nnc2c3ccccc3n(CCc3ccccc3)c2n1,-2.2,-7.0,nt,94.0,9.8,9.4,94.0,2.0,8.1
Cn1nc(C(F)(F)F)c(C(=O)Nc2ccc(Cl)cc2)c1Cl,1.6,-5.0,-0.4,101.0,-19.0,29.3,99.0,0.5,4.7
COc1cccc(C(=O)NC(=S)Nc2ccc(N3CCCC3)cc2)c1,-0.1,-16.0,5.7,88.0,11.0,-25.5,91.0,-1.6,-10.6
CN(/N=C/c1ccc(Cl)cc1Cl)c1ncc(Cl)cc1C(F)(F)F,0.4,-2.0,-2.2,100.0,62.8*,2.5,103.0,-0.9,-8.0
O=C(Nc1cccc(NC(=O)c2ccc(F)cc2)c1)c1ccc(F)cc1,-5.4,3.0,-7.7,101.0,6.1,11.6,104.0,-0.5,-7.9
COc1ccccc1/C=C/C(=O)OCC(=O)Nc1c(F)cccc1F,-8.5,-1.0,-4.8,97.0,-17.7,30.4,97.0,-3.9,3.5
Fc1ccc(CN2CCCCCCC2)cc1F,5.1,0.0,-3.8,103.0,16.1,8.0,102.0,0.5,-3.6
Cc1nn(-c2ccccc2)c(Cl)c1/C=N/Nc1nc2ccccc2n1C,-3.1,-1.0,-6.5,98.0,-1.5,-7.5,101.0,-0.7,-15.7
CC(=O)N(c1ccccc1)C1CC(C)N(C(=O)c2ccccc2)c2ccccc21 (centres undefined),-35.8,-4.0,-7.7,101.0,10.9,0.4,96.0,0.0,1.9
CCOc1ccccc1CNC(=O)CCCn1ncn2c(cc3occc32)c1=O,-40.5,-6.0,0.9,98.0,-10.1,-6.0,97.0,1.0,22.2
Cc1c(O)c(=O)ccn1Cc1ccccc1,-2.9,4.0,-2.2,108.0,1.7,-5.7,99.0,-1.9,4.3
O=C(Oc1ccccc1N1C(=O)C2CC=CCC2C1=O)c1ccc(Br)cc1 (centres undefined),-24.2,15.0,0.1,106.0,-16.1,-5.2,117.0,-0.4,-8.4
CC(C)C(=O)Nc1ccc(O)c(-c2csc(N)n2)c1,-5.5,-14.0,-1.1,100.0,13.6,11.9,86.0,0.2,-3.1

Retrieved by compound from the list above, five records:
molecule,DNA FID counter,MEKK2mut PB1 HTS,GalR3 antagonist,MEKK3 PB1 HTS,CRFR2-BP antag,UBC9 SUMO inh,MEKK2 WT-MEK5,CRFBP-R2 agonist,HCV NS3 hel inh
CC(=O)Nc1ccc(S(=O)(=O)NC2CC2)cc1,-4.9,-1.0,-1.8,94.0,5.6,2.3,99.0,0.7,14.3
Cc1cccc2cncc(OCc3nnc(SC(F)F)n3C)c12,-14.2,-2.0,8.2,73.0*[inhibitor],-2.0,16.9,80.0,2.0,-0.1
CC(C)C(=O)Nc1ccc(O)c(-c2csc(N)n2)c1,-5.5,-14.0,-1.1,100.0,13.6,11.9,86.0,0.2,-3.1
COc1ccccc1/C=C/C(=O)OCC(=O)Nc1c(F)cccc1F,-8.5,-1.0,-4.8,97.0,-17.7,30.4,97.0,-3.9,3.5
CC(=O)N(c1ccccc1)C1CC(C)N(C(=O)c2ccccc2)c2ccccc21 (centres undefined),-35.8,-4.0,-7.7,101.0,10.9,0.4,96.0,0.0,1.9

The results go on:
molecule,DNA FID counter,MEKK2mut PB1 HTS,GalR3 antagonist,MEKK3 PB1 HTS,CRFR2-BP antag,UBC9 SUMO inh,MEKK2 WT-MEK5,CRFBP-R2 agonist,HCV NS3 hel inh
C#CCSc1nnc(-c2c[nH]c3ccccc23)n1C,1.8,-3.0,nt,96.0,3.5,-6.5,97.0,31.3,-2.3
CSc1ccccc1NC(=S)Nc1ccccc1C(F)(F)F,-1.9,-2.0,-2.9,103.0,14.5,-2.4,103.0,-1.7,2.9
CCC(C)[C@H](NC(=O)c1cc2cc(Cl)ccc2n1C)C(=O)N1CCC[C@H]1C(=O)O (some centres undefined),-22.2,0.0,4.2,99.0,1.8,14.4,101.0,1.0,5.8
COc1cccc(C(=O)SC2=NCCS2)c1,-1.2,7.0,-1.1,99.0,-5.0,-24.4,111.0,-0.9,-2.0
C=C(C)C(=O)NC1=NN(c2ccccc2)C(=O)C1,-23.8,16.0,0.0,99.0,1.3,6.0,114.0,3.6,15.4
